Screening results (PubChem)
DT40 TDP1 no CPT = qHTS for Inhibitors of human tyrosyl-DNA phosphodiesterase 1 (TDP1): qHTS in cells in absence of CPT. DT40 Tdp1-/- hTDP1 cells, no CPT, ATP luminescence, 48 h. Potency, µM (series often up to 46.2 µM), for inactives: at the top dose activity change, negative = growth inhibition, hits mostly inhibitors. 15% of 420,000 active. AID 686978, 2013; further: nearly all actives have a fitted effect of over 55% in size
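No-CPT arm: Tdp1-/-;hTDP1 DT40 cells (400/well) plus compounds, incubated ≥48 hr at 37 °C. Readout CellTiter-Glo luminescence.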
TDP1 cell CPT = DT40-hTDP1 cell growth loss with CPT. 12% of 420,000 active. chicken DT40 Tdp1-/-;hTDP1 cells + 20 nM CPT, ATP luminescence, 48 h. Potency, µM (doses to about 46.2 µM), for the others: at the highest dose activity change, negative = growth inhibition, actives largely listed as inhibitors; further: nearly all actives have a fitted effect of over 55% in size
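Chicken DT40 Tdp1-/- cells complemented with human TDP1, 400 cells/well, exposed to compounds plus 20 nM camptothecin for at least 48 h at 37 C; viability read as ATP content by CellTiter-Glo luminescence.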
TDP1 block = blocks human tyrosyl-DNA phosphodiesterase 1. recombinant TDP1, AlphaScreen DNA substrate cleavage. Potency, µM (series often up to 130 µM), inactives show at the top dose activity change, negative = inhibition, hits mostly inhibitors. 0.28% of 350,000 active; further: nearly all actives have a fitted effect of over 40% in size
Target sequence (Q9NUW8 whole entry, looked up): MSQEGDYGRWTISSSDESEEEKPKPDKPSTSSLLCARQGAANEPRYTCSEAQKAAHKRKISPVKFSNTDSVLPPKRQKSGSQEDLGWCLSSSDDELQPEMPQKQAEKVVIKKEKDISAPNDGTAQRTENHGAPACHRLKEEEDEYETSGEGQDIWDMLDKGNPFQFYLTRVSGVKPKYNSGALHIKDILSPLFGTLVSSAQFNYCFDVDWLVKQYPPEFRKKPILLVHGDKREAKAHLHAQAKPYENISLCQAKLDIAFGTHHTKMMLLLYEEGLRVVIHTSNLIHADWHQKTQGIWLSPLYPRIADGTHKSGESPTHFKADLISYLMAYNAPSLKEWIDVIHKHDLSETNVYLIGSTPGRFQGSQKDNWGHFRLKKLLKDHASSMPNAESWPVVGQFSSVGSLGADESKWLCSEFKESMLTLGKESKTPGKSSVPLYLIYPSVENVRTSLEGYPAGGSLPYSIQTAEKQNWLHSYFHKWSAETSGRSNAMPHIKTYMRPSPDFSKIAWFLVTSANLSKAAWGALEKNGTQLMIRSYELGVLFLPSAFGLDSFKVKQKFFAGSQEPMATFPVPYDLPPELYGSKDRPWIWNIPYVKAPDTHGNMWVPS
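Compounds were preincubated with Tdp1 (1 nM final) for 15 min at room temperature before substrate (15 nM final) started a 5 min reaction; beads (10 ug/ml final) were then added for 10 min before AlphaScreen detection.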
* hit, by the source's call; ? = inconclusive; . = no result given; [ ] = remark or other dose. The call rests on the fitted dose curve; in most records, active means well fitted curve in the direction sought with a large enough effect; inconclusive means small, poorly fitted or top-dose-only effect, or another doubt; inactive means no such curve, though single readings can be large; an effect the other way counts as inactive or inconclusive. On the % scale 0 is the no-effect control and ±100 the full control effect; potency means the concentration at half of the fitted maximal effect.

Structure	DT40 TDP1 no CPT	TDP1 cell CPT	TDP1 block
COc1ccc(-c2noc(C)c2-c2ccc3ccccc3n2)c(O)c1	?	?	6%
CC(C)C1C(=O)N(Cc2cn(CC3CCCCC3)nn2)CCS(=O)(=O)N1Cc1ccc(-c2cccc(CO)c2)cc1 (configuration not stated)	8.2µM*	18µM*	.
CN(c1ccccc1)S(=O)(=O)c1ccc(NC(=O)c2ccco2)cc1	-23%	-7%	-3%
CCC1CN(C(=O)N2CCC(C(=O)NCCc3ccc(OC)cc3OC)CC2)c2cc(C)ccc2O1 (configuration not stated)	16µM*	21µM*	1%
COc1cc2c(cc1OC)CN(CC(=O)Nc1ccccc1C#N)CC2	?	?	7%
CCOC(=O)c1ccccc1NC(=O)N(Cc1ccc(C)cc1)Cc1cccn1-c1nnc(N2CCCC2=O)s1	18µM*	23µM*	3%
CCOC(=O)C1(CCCc2ccccc2)CCN(S(C)(=O)=O)CC1	?	?	.
O=C(Nc1ccc(Cl)cn1)C1CC1	-3%	9%	2%
Cc1cc(Cc2cc(C)c(N)cc2C)c(C)cc1N	7%	-12%	4%
CCn1c(SCC(=O)c2c(N)n(C3CC3)c(=O)[nH]c2=O)nc2cc(S(N)(=O)=O)ccc21	-5%	-20%	-3%
O=C(Nc1cnccn1)Nc1ccc(Cl)cc1Cl	?	-19%	3%
O=C(CCCCCNC(=O)N1CCn2c1nc1ccccc12)N[C@@H](Cc1ccccc1)C(=O)O	1%	10%	.
O=C(CCn1c(=O)c2cccn2c2cccnc21)N1CCN(c2ccc(Cl)cc2)CC1	13µM*	10µM*	3%
CCOC(=O)c1sc2nccc(OC)c2c1N=CNOC	-26%	4%	6%
Cc1nc(SCC(=O)NCCc2ccccc2)c2c(=O)n(C)c(=O)n(C)c2n1	-8%	-4%	9%
O=C(NC1CCN(C(=O)NC2CCCCC2)CC1)c1cccc(F)c1	-16%	4%	-1%[0.0935 µM]
CC(=Nc1ccccc1)C1=C(O)COC1=O	-3%	3%	3%
O=C(c1cccc(C(F)(F)F)c1)C1CCCN(C(=O)c2cc(C3CC3)[nH]n2)C1 (configuration not stated)	?	?	1%
Cc1cc(-n2c(C)cc(C(=S)N3CCOCC3)c2C)ccc1Br	16µM*	15µM*	8%
COc1ccc(NS(=O)(=O)c2ccc3ccccc3c2)c2ncccc12	6.5µM*	8.2µM*	.
COc1cc(Cl)ccc1OCc1cc(C(=O)N2C[C@@H]3CCC[C@H]2C3)no1	?	?	1%
Cc1cc(O)cc(O[C@H]2OC(CO)[C@H](O)[C@@H](O)[C@H]2O)c1 (some centres not stated)	1%	-26%	-1%
CC(/C=C1\SC(=S)N(NC(=O)c2ccc(O)cc2)C1=O)=C\c1ccccc1	4%	-17%	-3%
COc1ccc(CCNC(=O)c2ccc(CNS(=O)(=O)c3cc(C)ccc3C)cc2)cc1OC	?	?	4%

Compound profiles (already shown). Values in the order: DT40 TDP1 no CPT	TDP1 cell CPT	TDP1 block
`CCOC(=O)c1sc2nccc(OC)c2c1N=CNOC` is entered as -26%	4%	6%
`CC(=Nc1ccccc1)C1=C(O)COC1=O` is entered as -3%	3%	3%

Carrying on:
Structure	DT40 TDP1 no CPT	TDP1 cell CPT	TDP1 block
O=C(COC(=O)CCc1nc2ccccc2s1)Nc1cccc(S(=O)(=O)N2CCOCC2)c1	8%	1%	1%
COc1ccc(Cn2c(CO)cnc2SCC(=O)NCc2ccco2)cc1	7%	3%	2%
N#CCCN1CCN(C(CNS(=O)(=O)c2ccc(Cl)cc2)c2ccccc2)CC1 (configuration not stated)	-14%	-22%	7%
Cc1ccc(NC(=S)N/N=C2\CCCCC2C)cc1 (configuration not stated)	9.2µM*	5.2µM*	8%
Cc1nn(CCC(=O)NNC(=S)Nc2ccc(Cl)cc2)c(C)c1[N+](=O)[O-]	-27%	-7%	8%
COc1ccccc1NC(=S)NNC(=O)c1cc(C)nn1C	-5%	-1%	6%
COC(=O)/C=C1\NCCNC1=O	2%	1%	1%
CCC1(C)Cc2ccccc2-c2nc(NCCCO)[nH]c(=O)c21 (configuration not stated)	17%	-27%	.
Cc1cc(C)n(C(=O)c2c([N+](=O)[O-])c(C)nn2C)n1	-1%	-13%	0%
O=c1c(-c2ccc(O)cc2O)coc2cc(O)cc(O)c12	-21%	-23%	-1%
COCn1c(-c2ccc(OC)cc2)nc2ccccc21	-27%	-11%	-2%
CCOc1ccc(Oc2ccc(Cl)cc2N)cc1	-15%	-13%	6%
CCOC(=O)CN1CC23C=CC(O2)C(C(=O)Nc2ccc(C(C)=O)cc2)C3C1=O (configuration not stated)	-12%	-4%	7%
COc1ccc(-n2nc3c(c2NC(=O)C2CCCC2)CS(=O)C3)cc1 (configuration not stated)	1%	0%	-2%
Cc1ccc(C(=O)NNC(=O)C2CCN(Cc3ccc(Cl)c(Cl)c3)CC2)cc1	-23%	-18%	3%
CC(C)OC(=O)CC12CN(C)CC(CC(=O)OC(C)C)(CN(C)C1)C2=O	-6%	-3%	2%
Cc1c(NC(=O)CSc2nnc3sc4ccccc4n23)c(=O)n(-c2ccccc2)n1C	-4%	-20%	-3%
CC1=C(C(=O)N2CCOCC2)CC(CC(=O)NC2CCCC2)C(=O)N1Cc1ccc(C(C)(C)C)cc1 (configuration not stated)	?	?	.
Clc1cccc(C=NC=Nc2cccc(Cl)c2)c1	-6%	4%	9%[56.1 µM]
Cc1cc(N2O[C@]34C=C[C@]25C[C@@H](O)CC[C@]5(C)C3CC[C@]2(C)[C@@H]([C@H](C)/C=C/[C@H](C)C(C)C)CC[C@H]24)no1 (some centres not stated)	9.2µM*	12µM*	.
Cc1ccc(CNC(=O)CN2C(=O)NC(C)(c3ccc(Cl)cc3)C2=O)cc1 (configuration not stated)	-18%	-18%	.
C[C@H]1CN([C@@H](C)CO)C(=O)Cc2cc(NC(=O)C3CC3)ccc2O[C@H]1CN(C)Cc1ccc(C(=O)O)cc1	-3%	-35%	1%
O=C(COc1ccc(-c2ccccc2)cc1)NN=C1CCCC1	?	6%	8%
Cn1cccc1C(=O)N1CCC2(CC1)CN(c1cccc(-c3ccccc3)c1)C2	16µM*	18µM*	.

Continued, starting with the last 5 of the part before.
Structure	DT40 TDP1 no CPT	TDP1 cell CPT	TDP1 block
Cc1cc(N2O[C@]34C=C[C@]25C[C@@H](O)CC[C@]5(C)C3CC[C@]2(C)[C@@H]([C@H](C)/C=C/[C@H](C)C(C)C)CC[C@H]24)no1 (some centres not stated)	9.2µM*	12µM*	.
Cc1ccc(CNC(=O)CN2C(=O)NC(C)(c3ccc(Cl)cc3)C2=O)cc1 (configuration not stated)	-18%	-18%	.
C[C@H]1CN([C@@H](C)CO)C(=O)Cc2cc(NC(=O)C3CC3)ccc2O[C@H]1CN(C)Cc1ccc(C(=O)O)cc1	-3%	-35%	1%
O=C(COc1ccc(-c2ccccc2)cc1)NN=C1CCCC1	?	6%	8%
Cn1cccc1C(=O)N1CCC2(CC1)CN(c1cccc(-c3ccccc3)c1)C2	16µM*	18µM*	.
O=C(CNC(=O)c1ccccc1Cl)Nc1ccncc1	10%	-22%	-1%[56.1 µM]
CC(Oc1ccc(Cl)cc1Cl)C(=O)NCCCN1CCOCC1 (configuration not stated)	-18%	11%	1%
O=C(CC(C(=O)N1CCc2ccccc21)n1ccnc1)NCC1CCCO1 (configuration not stated)	-7%	-17%	2%
CCN(C(=O)CN1CCCC(C)C1)c1c(N)n(Cc2ccccc2)c(=O)[nH]c1=O (configuration not stated)	5%	1%	0%
OCCN(CCO)c1ncnc2c1cnn2-c1ccc(F)cc1	-3%	0%	3%

Random draw from the library, and some 18% of all compounds hit somewhere here.
